# M1 ag: agonists of human M1 muscarinic receptor | P11229 | CHO-K1 hM1, Fluo-8 calcium fluorescence, agonist mode; 0% DMSO, 100% acetylcholine EC100 | activation, % at 3 µM | hit rate 0.33% among 360,000 | AID 588814;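 active = activation above the run's mean compound activation plus 3 SD, cut at about 16% in these data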;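 note: peak over basal fluorescence ratio within a 140 s kinetic read after compound addition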
# Target sequence (P11229 whole entry, looked up): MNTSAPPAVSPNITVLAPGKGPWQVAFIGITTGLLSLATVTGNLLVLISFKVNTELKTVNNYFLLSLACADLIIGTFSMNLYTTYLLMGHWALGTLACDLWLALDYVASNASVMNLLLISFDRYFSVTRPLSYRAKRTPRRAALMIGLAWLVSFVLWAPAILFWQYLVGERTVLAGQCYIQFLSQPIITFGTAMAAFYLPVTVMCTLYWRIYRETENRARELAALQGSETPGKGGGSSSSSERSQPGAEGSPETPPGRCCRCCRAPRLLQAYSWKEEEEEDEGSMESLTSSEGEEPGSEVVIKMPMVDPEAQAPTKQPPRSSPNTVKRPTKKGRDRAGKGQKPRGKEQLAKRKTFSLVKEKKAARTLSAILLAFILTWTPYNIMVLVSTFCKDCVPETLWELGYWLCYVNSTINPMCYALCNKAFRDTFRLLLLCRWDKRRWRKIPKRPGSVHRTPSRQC
# V1R ag counter: counter-screen for oxytocin receptor agonists: human V1a receptor agonists. activation, % at 3 µM. hit rate 0.25% among 320,000. P37288. CHO-V1R cells, Fluo-8 calcium fluorescence, agonist mode; 0% DMSO, 100% 3 nM vasopressin. AID 2797;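 active = activation above the mean activation of all tested compounds plus 3 SD, per screening run, cut at about 20% in these data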;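 note: signal is peak over basal fluorescence ratio across a 100 second FLIPR read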
# TAAR1 antagonist: human TAAR1 antagonism; CHO RD-HGA16 TAAR1, Fluo-8 calcium fluorescence, antagonist; hit rate 1.5% among 360,000; inhibition, % at 3 µM;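 active = inhibition above a per-plate cutoff, the mean inhibition of test compounds on that plate plus 3 SD, cut at about 49% in these data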;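 note: 0% = DMSO plus EC80 beta-PEA response and 100% = DMSO alone without agonist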
#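 Test system: hTAAR1-expressing CHO RD-HGA16 cells, Gα16-coupled; Probe or stimulus: EC80 β-phenethylamine stimulus; Compound dosing: single nominal final test compound concentration of 3 µM; Timing: 140 s kinetic read after compound, 140 s after agonist; Signal: Fluo-8 calcium-sensitive fluorescence; Measure: % inhibition of agonist calcium response; Controls: DMSO and EC80 PEA controls.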
# CHO parental Ca: counter-screen for OX1R antagonists: effect in parental CHO cells. parental CHO-K1, ATP-induced calcium, Fluo-8 fluorescence. inhibition, % at 5.6 µM. hit rate 0.63% among 330,000. AID 463079;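 active = inhibition above that plate's mean sample inhibition plus 3 SD, cut at about 26% in these data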;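 note: 0% = ATP-challenged DMSO wells and 100% = DMSO wells without ATP; some compounds past the cut are filed as inactive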
#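 material = parental CHO cells | also added = ATP as calcium-mobilizing challenge | dosing = single point at 5.6 µM | detection = intracellular calcium via Fluo-8 no-wash fluorescent dye | read-out = % inhibition | benchmarks = low control ATP plus DMSO, high control DMSO only | repeats = one well per compound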
# M1 PAM: positive allosteric modulators of human M1 muscarinic receptor. activation, % at 3 µM. hit rate 0.088% among 360,000. P11229. CHO-K1 hM1, Fluo-8 calcium fluorescence, ACh EC20; 0% = ACh EC20, 100% = maximal ACh; in the data active = activation above about 19%, passing the limit was not always enough
# OXTR ag: human OXTR agonism. P30559. CHO-OTR cells, Fluo-8 calcium fluorescence; normalized: DMSO 0%, oxytocin 100%. activation, % at 3 µM. hit rate 0.32% among 320,000;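 active = activation above the mean of all tested compounds plus 3 SD, cutoff set per screening run, cut at about 20% in these data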;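 note: peak over basal fluorescence ratio from a 100 s FLIPR kinetic read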
# Target sequence (P30559 whole entry, looked up): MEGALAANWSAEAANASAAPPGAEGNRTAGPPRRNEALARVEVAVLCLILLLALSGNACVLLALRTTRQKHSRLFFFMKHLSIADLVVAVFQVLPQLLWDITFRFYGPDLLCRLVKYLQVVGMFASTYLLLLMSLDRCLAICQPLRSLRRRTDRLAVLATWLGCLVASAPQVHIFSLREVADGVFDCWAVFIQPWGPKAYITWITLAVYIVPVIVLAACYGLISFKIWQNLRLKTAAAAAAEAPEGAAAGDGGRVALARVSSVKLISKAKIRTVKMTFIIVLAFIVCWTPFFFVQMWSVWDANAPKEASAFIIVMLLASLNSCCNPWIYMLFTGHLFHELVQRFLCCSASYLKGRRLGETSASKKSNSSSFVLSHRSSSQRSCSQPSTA
# CHRM1 antagonist: human CHRM1 antagonism | CHO-K1 hM1, Fluo-8 calcium fluorescence, ACh EC80 antagonist | AID 588852 | hit rate 1.3% among 360,000 | inhibition, % at 3 µM | P11229;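 active = percent inhibition above its own plate's cutoff, namely the mean of that plate's compound wells plus 3 SD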;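 note: peak over basal fluorescence ratio during 140 s after agonist addition; 0% = ACh EC80 plus DMSO and 100% = DMSO alone without agonist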
# TAAR1 agonist: human TAAR1 agonism. Q96RJ0. CHO RD-HGA16 TAAR1, Fluo-8 calcium fluorescence; vehicle wells 0%, saturating PEA agonist 100%. activation, % at 3 µM. hit rate 0.99% among 360,000. AID 624467;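 active = activation above the mean activation of all test compounds in the run plus 3 SD, cut at about 38% in these data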
#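 Test system: RD-HGA16 (CHO) cells co-expressing Gα16 and hTAAR1; dosing: one-point dosing at 3 µM (nominal); timing: 17-24 h seeding, 75 min 37 °C dye, 30 min RT; signal: kinetic Fluo-8 calcium fluorescence; read-out basis: % activation relative to PEA EC100 response; controls: DMSO and PEA EC100; replicates: n 1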
# OXTR potentiator: potentiates the human oxytocin receptor response. hit rate 0.061% among 320,000. activation, % at 3 µM. CHO-OTR cells, Fluo-8 calcium fluorescence, potentiator mode; 0% = oxytocin EC15, 100% = EC100. P30559;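 active = activation above that plate's cutoff, the mean activation of tested compounds plus 3 SD, cut at about 6.6% in these data, passing the limit was not always enough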;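 note: 100% uses oxytocin at 75 nM as the full agonist control; some results filed as inactive read as strong as hits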
#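 Assay system: CHO cell line stably expressing human OTR. Reagent: EC15 oxytocin agonist. Dosing: single dose, 3.0 µM nominal final compound concentration. Timing: compound 6 min at room temperature before oxytocin, 100 s read. Signal: kinetic Fluo-8 calcium fluorescence. Controls: oxytocin EC15 low and EC100 high.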
# Starred values were filed as active, the others as inactive; . = not tested or not shown.
# The opening 2 compounds, to show the layout:
Structure	M1 ag	V1R ag counter	TAAR1 antagonist	CHO parental Ca	M1 PAM	OXTR ag	CHRM1 antagonist	TAAR1 agonist	OXTR potentiator
COC(=O)c1c(C)[nH]c(C(=O)OC(C)C(=O)N2CCOCC2)c1C (configuration not stated)	-1	0.3	-11	17	4	0.9	0	1	-4
Cc1nc(Nc2ccc3c(c2)OCCO3)c2oc3ccccc3c2n1	-7	-1.2	-1	-32	5	-2.0	-29	-1	-2

# The list itself (from the top)
Structure	M1 ag	V1R ag counter	TAAR1 antagonist	CHO parental Ca	M1 PAM	OXTR ag	CHRM1 antagonist	TAAR1 agonist	OXTR potentiator
COC(=O)c1c(C)[nH]c(C(=O)OC(C)C(=O)N2CCOCC2)c1C (configuration not stated)	-1	0.3	-11	17	4	0.9	0	1	-4
Cc1nc(Nc2ccc3c(c2)OCCO3)c2oc3ccccc3c2n1	-7	-1.2	-1	-32	5	-2.0	-29	-1	-2
N#C/C(=C\c1c(Oc2ccccc2Cl)nc2ccccn2c1=O)C(=O)NC1CCS(=O)(=O)C1 (configuration not stated)	-1	0.8	-3	-5	4	1.0	-5	3	-2
CCCn1c(SC(C)C(=O)NCC2CCCO2)nc2sc(CC)cc2c1=O (configuration not stated)	0	-0.3	-29	-13	11	-0.9	-15	-3	-2
CC(C(=O)O)n1cc(C#N)c(=O)[nH]c1=O (configuration not stated)	-1	.	2	.	8	.	-16	1	.
COc1ccc(C(=O)Cn2c(C(=O)/C=C/c3ccccc3)nc3ccccc32)cc1	-1	1.1	-2	-25	9	-1.0	-4	7	-15
COc1cc(OC)nc(Oc2ccc(NC(C)=O)cc2)n1	-3	-0.8	-2	-4	0	0.0	-2	7	-5
COc1cccc(Cn2cc(C(=O)NCCN(C)C)nn2)c1	-6	0.4	11	2	5	1.1	-7	5	-4
Cc1nc(NC(=O)CCN2C(=O)C3CC=CCC3C2=O)sc1C (configuration not stated)	-3	-0.2	-7	-13	5	-0.4	-9	1	4
COc1ccc(NC(=O)c2cc(-c3cc(F)ccc3OCC3CCCO3)n[nH]2)c(C)c1 (configuration not stated)	-8	.	18	.	-7	.	-2	0	.
CCn1c(C(=O)N2CCC(C(=O)NCc3ccc4c(c3)OCO4)CC2)cc2sccc21	-6	.	29	.	2	.	-5	15	.
COc1ccc2c(c1)-c1nc(N)sc1CC2	-4	-1.9	-1	-8	6	-1.5	-8	6	-1
O=C(CSc1ccccc1)Nc1cc(Cl)ccc1Oc1ccccc1	-7	2.1	38	-15	-10	1.9	-1	4	-10
CC(=O)Nc1ccc(SCC(=O)OCC(=O)NC(=O)NCCC(C)C)cc1	-5	0.2	-2	-18	4	0.5	-6	9	4
CCn1c(CSc2nnc(-c3ccc4c(c3)OCO4)o2)nc2cc(S(=O)(=O)N(C)C)ccc21	-5	2.2	9	-10	-8	0.2	16	4	-1
COc1ccc(Nc2nc(-c3ccccc3)nc3ccccc23)cc1S(=O)(=O)N1CCOCC1	1	1.3	72*	7	-10	1.0	28	22	-10
COc1ccc(N(CC(=O)NC2CCCC2)C(=O)Cn2nnc(-c3ccc(OC)c(OC)c3)n2)c(OC)c1	-7	2.2	-7	-23	6	1.8	-9	5	-8
Cc1ccc(Nc2nnc(SCC(O)=C(C#N)c3nc4ccccc4[nH]3)s2)c(C)c1	-4	.	19	.	-4	.	-1	0	.
COc1cc2nc(CN(C)Cc3ccc(OC)c(OC)c3OC)[nH]c(=O)c2cc1OC	-14	0.1	0	-10	13	-0.1	-10	3	0
CC(=O)N1CCN(C(=S)Nc2cc(S(=O)(=O)N3CCOCC3)ccc2Cl)CC1	-5	-0.1	-8	-6	-6	0.9	19	2	3
Cc1nc2ccc([N+](=O)[O-])cc2c(=O)n1Cc1ccc([N+](=O)[O-])cc1	-6	9.1	2	1	-5	3.6	7	-1	-9
COc1ccc(/C=N/Nc2nc(C(=O)O)cs2)cc1	-3	1.2	-17	-4	5	-0.5	-5	1	-13
COc1ccc(-c2noc(CCC(=O)NCCN(C)Cc3ccccc3)n2)cc1	-3	2.5	6	-30	10	4.2	-55	7	-7
COc1ccc(-n2c(C)cc(/C=C3\SC(=O)NC3=O)c2C)cc1	-1	0.2	-29	-7	4	-0.4	-7	3	-5
CCCN(c1nc(C)cc(OC)n1)S(=O)(=O)c1ccccc1	-8	-1.1	-26	-29	2	-1.9	-28	0	13*

# The list continues:
Structure	M1 ag	V1R ag counter	TAAR1 antagonist	CHO parental Ca	M1 PAM	OXTR ag	CHRM1 antagonist	TAAR1 agonist	OXTR potentiator
O=C(NCCc1ccccc1)C(=O)NCC1CCCN1S(=O)(=O)c1cccs1 (configuration not stated)	-3	0.6	69*	-4	-3	-0.7	6	89*	-16
Cc1ccc(NP(=O)(Nc2ccc(C)cc2)Nc2ccc(C)cc2)cc1	-1	-0.1	-44	-15	6	-1.6	-5	0	-11
O=C(NN=C1CCCCCCCCCCC1)c1ccncc1	-5	0.8	-15	-7	-6	0.3	5	5	-8
CCOc1ccc(CSC(CC(=O)O)C(=O)O)cc1 (configuration not stated)	1	0.6	0	12	16	-0.2	-19	10	-12
COCCNC(=O)COc1ccccc1Cl	-2	-0.5	-34	7	13	0.2	-19	1	-13
O=C(CN1C(=O)C2CCCCC2C1=O)Nc1ccccc1C(=O)O (configuration not stated)	-4	-0.3	-1	-1	8	0.4	-9	1	-4
COc1ccc(Cl)cc1Nc1nc(-c2sc(NC(=O)CC(C)C)nc2C)cs1	-7	0.0	9	-19	10	-1.6	-10	3	-2
CCC/C=N/NC(=O)C1COc2ccccc2O1 (configuration not stated)	-3	-0.3	-10	-12	-2	-1.0	10	2	-15
COc1c2ccoc2c(OC(C)=O)c2oc(C)cc(=O)c12	-7	1.3	-5	-7	3	-0.8	-6	0	-2
CC(=O)n1c(-c2ccccc2)c(-c2ccccc2)n(C)c1=O	-3	-2.1	-23	-7	9	-2.6	-6	-2	-5
COC(=O)c1nn(Cc2ccccc2)c(=O)c2ccccc12	-2	0.3	-7	-9	-3	-2.1	20	6	0
COc1ccc(S(N)(=O)=O)cc1C(=O)OCC(=O)N1c2ccccc2NC(=O)C1(C)C	2	1.9	0	-4	13	0.9	-11	15	7
CC1=C(C)CC(C(=O)NCc2cccc(Cl)c2)C(C(=O)O)C1 (configuration not stated)	-5	0.8	3	-7	11	-0.7	-14	3	-9
CC1(C)C(=O)Nc2ccccc2N1C(=O)COC(=O)C1CCCCC1	-3	-1.3	-6	-14	-2	-1.7	-12	6	-8
CCOC(=O)CSc1[nH]c2cc(OC)ccc2c1[N+](=O)[O-]	-5	-0.1	-29	-1	7	0.8	-5	0	-3
COC(=O)CCNC(=O)Cc1ccc(S(=O)(=O)N2CCCCC2)s1	-5	.	-20	.	-4	.	10	1	.
CCCCc1nc2cc(C(=O)N3CCNC(=O)C3CC(=O)OC)ccc2o1 (configuration not stated)	0	-0.6	-12	-11	6	-0.7	-10	1	-8
CNC(=O)c1c(O)c2cccc3c2n(c1=O)CCC3	-6	.	-7	.	4	.	-8	3	.
CSc1ccccc1NC(=O)CSCc1ccccc1Br	-4	-0.1	20	-26	-5	-0.2	11	8	-20
Nc1c(C(=O)NCc2ccco2)nnn1-c1ccccc1	-2	1.2	-4	-15	11	-0.7	-9	5	-8
O=C(O)C(Cc1ccccc1)N1C(=O)C=CC1=O (configuration not stated)	0	.	9	.	-2	.	-2	2	.
COc1ccc(NC(=O)CSc2nncc(=O)n2N)cc1OC	3	0.4	0	-5	18	0.6	-23	2	-8
Cc1csc(NC(=O)CSCc2c(C)noc2C)n1	-2	0.5	-6	-2	-2	-1.3	4	0	-6
COc1ccc2c([N+](=O)[O-])c(Cl)[nH]c2c1	-2	0.4	7	5	13	-0.5	-18	1	-8
CC(=O)C(C(c1ccccc1)N1CCCc2ccccc21)N1CCOCC1 (configuration not stated)	-6	.	23	.	-4	.	1	0	.

# (list continues)
Structure	M1 ag	V1R ag counter	TAAR1 antagonist	CHO parental Ca	M1 PAM	OXTR ag	CHRM1 antagonist	TAAR1 agonist	OXTR potentiator
NNc1nc2ccccc2c(=O)n1Cc1ccccc1	0	4.9	24	-11	13	0.0	-24	2	-15
O=[N+]([O-])c1ccc2sc(SCc3nc4ccccn4c3Br)nc2c1	.	0.3	.	1	.	-2.0	.	.	-8
NS(=O)(=O)c1ccc(CNS(=O)(=O)c2ccc3c(c2)OCCO3)cc1	-1	0.3	-3	7	11	0.3	-17	0	-3
CC(=O)N1CCN(S(=O)(=O)c2cccc(C(=O)NNC(=O)Cn3ccc(C(F)(F)F)n3)c2)CC1	2	0.2	-26	-21	10	0.7	-23	3	-10
O=C(COC(=O)CC1CC2CCC1C2)Nc1c(F)cccc1F (configuration not stated)	-5	-0.1	6	-5	-5	0.8	2	3	-11
O=C(CCc1ccc(F)c(F)c1)NC1CCCN(Cc2ccc(Cl)cc2)C1 (configuration not stated)	-10	1.1	-6	-32	-6	-1.5	-7	0	-2
O=C(CCc1ccccc1)NNC(=O)Nc1ccc(Br)cc1	2	5.7	7	15	-2	3.5	13	9	-7
NC(=O)c1cc2ccccc2o/c1=N\NC(=O)c1ccncc1	-7	0.3	-14	-7	3	1.9	-4	-1	-14
CC(NNC(=S)N1CCCCCC1)c1ccc2ccccc2n1 (configuration not stated)	-14	.	-26	.	-1	.	1	7	.
CC(C)(C)NC(=O)CCc1nnc(Cc2c[nH]c3ccccc23)o1	-2	-0.4	8	-10	18	0.0	-6	2	-13
CC(C)(C)n1nnnc1C(c1ccc(F)cc1)N1CCC(C(N)=O)CC1 (configuration not stated)	-4	0.4	10	-1	10	-0.4	-9	9	-8
COc1cccc(C(=O)Nc2ccc(-c3nc4ccccc4o3)c(O)c2)c1	-3	2.7	-10	-8	-7	1.8	16	6	-4
CC1=C(C(=O)N(C)C)CC(CC(=O)NC2CCCCC2)C(=O)N1CCC1=CCCCC1 (configuration not stated)	-7	.	-22	.	2	.	5	-1	.
Cc1nc(C)c(C(=O)OCC(=O)Nc2ccccc2SCC#N)s1	0	6.4	17	-5	-9	6.5	17	15	-8
Cc1ccc(Oc2cc(-n3nc(C)cc3C)ncn2)cc1	-4	-0.9	-11	-11	-1	-1.7	-3	5	-3
CCOc1ccc(-n2cc(-c3ccccc3)c3c(SC(C)C(=O)OC)ncnc32)cc1 (configuration not stated)	-3	1.7	-7	-26	2	0.2	-2	0	-8
O=C(CC1=NC2(CCCC2)Cc2ccccc21)N1CCOCC1	-6	-1.5	-8	-9	-6	-1.5	16	2	-2

# Source: PubChem BioAssay
